PDI turbidity: inhibitors of human PDI, primary screen, biochemical, turbidity, single point, plate reader; PDI insulin aggregation turbidity, A650, 90 min; inhibition, % at 10 µM; 350,000 compounds, 0.052% hits;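 active = mean inhibition across replicates of 30% or more, whatever share of single replicates reach that level; inconclusive = mean inhibition below 30% while every single replicate reaches 30%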;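 also: absorbance from insulin aggregation driven by PDI reduction with DTT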
Cardio protect: cardioprotection against H2O2-induced cell death, primary screen, uHTS, H9c2 cells, ATPLite luminescence; H9c2 cardiomyocytes, H2O2 injury protection, 2 h; protection from H2O2 cell death, % at 20 µM; 360,000 compounds, 0.63% hits; AID 588492, 2011;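 active = compounds giving at least 50% protection of heart cells from peroxide-induced death in the single-dose screen, raw or plate-pattern-corrected value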;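 also: 0% = DMSO wells with peroxide and 100% = DMSO wells without peroxide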
Exocytosis inh: LAMP-1 surface exposure blockers, TALL-104 cells – cell-based, flow cytometry, MLPCN library, primary screen. TALL-104 LAMP-1 surface exposure; cells stimulated with thapsigargin and PMA. inhibition, % at 10 µM. 360,000 compounds, 0.66% hits. AID 651702, 2012;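 active = inhibition above about 55%, limit read from the data; inconclusive = no clear call, values can overlap the other calls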
Vif inh: HIV Vif self-association inhibitors, primary screen, imaging, HEK293T, single point. HEK293T cells, Vif self-association by quenched fluorescence, 24 h. inhibition, % at 7.49 µM. 340,000 compounds, 0.35% hits; in the data active = inhibition above about 50%, passing the limit was not always enough; inconclusive = no clear call, values can overlap the other calls; inactive = below about 31%; also: some results filed as inactive read as strong as hits
iPSC survival up: enhancers of single-cell hiPSC survival, primary screen, ATPlite luminescence | 360,000 compounds, 0.044% hits | survival enhancement, % at 20 µM | 100% = ROCK inhibitor wells, 0% = DMSO | AID 602274, 2012; in the data active = survival enhancement above about 18%;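 also: cells exposed to compounds for 16 hours before the ATP read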
Glyco luc inh: increase of ERlucT glycosylation luciferase signal, primary screen, N-linked glycosylation inhibitor project, D54 ERlucT cells, luminescence, set 2. D54 ERlucT glycosylation luciferase reporter, 24 h; percent of 100 nM tunicamycin response. reporter increase, % at 12.5 µM. 360,000 compounds, 0.23% hits. AID 588692, 2011;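 active = mean luciferase reporter signal, scaled so untreated is 0 and the glycosylation-blocking control 100, at or above a set limit in every replicate; inconclusive = mean reaches the limit but not every replicate does; inactive = mean below the limit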;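 also: luciferase carries N-glycosylation sites so blocking glycosylation raises the light; 0% = median of neutral control wells and 100% = median of 100 nM tunicamycin wells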
ABCB6 inh 2: ABCB6 transporter inhibitors, primary screen, K562-ABCB6 cells, flow cytometry, MLPCN library; ATP-binding cassette sub-family B member 6 (Homo sapiens), Q9NP58; K562-ABCB6 porphyrin accumulation, 1 h; stronger effect = lower value; fluorescence ratio to DMSO, % at 10 µM; 360,000 compounds, 0.19% hits; AID 602162, 2011;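 active = fluorescence ratio to DMSO below 75%, the collection mean minus 3 SD; inconclusive = too few cells collected in the well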;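 also: signal is porphyrin accumulated inside mitochondria; 100% equals median channel fluorescence of DMSO control wells; lower ratio means ABCB6 inhibition with less porphyrin fluorescence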
Target sequence (Q9NP58 whole entry, looked up): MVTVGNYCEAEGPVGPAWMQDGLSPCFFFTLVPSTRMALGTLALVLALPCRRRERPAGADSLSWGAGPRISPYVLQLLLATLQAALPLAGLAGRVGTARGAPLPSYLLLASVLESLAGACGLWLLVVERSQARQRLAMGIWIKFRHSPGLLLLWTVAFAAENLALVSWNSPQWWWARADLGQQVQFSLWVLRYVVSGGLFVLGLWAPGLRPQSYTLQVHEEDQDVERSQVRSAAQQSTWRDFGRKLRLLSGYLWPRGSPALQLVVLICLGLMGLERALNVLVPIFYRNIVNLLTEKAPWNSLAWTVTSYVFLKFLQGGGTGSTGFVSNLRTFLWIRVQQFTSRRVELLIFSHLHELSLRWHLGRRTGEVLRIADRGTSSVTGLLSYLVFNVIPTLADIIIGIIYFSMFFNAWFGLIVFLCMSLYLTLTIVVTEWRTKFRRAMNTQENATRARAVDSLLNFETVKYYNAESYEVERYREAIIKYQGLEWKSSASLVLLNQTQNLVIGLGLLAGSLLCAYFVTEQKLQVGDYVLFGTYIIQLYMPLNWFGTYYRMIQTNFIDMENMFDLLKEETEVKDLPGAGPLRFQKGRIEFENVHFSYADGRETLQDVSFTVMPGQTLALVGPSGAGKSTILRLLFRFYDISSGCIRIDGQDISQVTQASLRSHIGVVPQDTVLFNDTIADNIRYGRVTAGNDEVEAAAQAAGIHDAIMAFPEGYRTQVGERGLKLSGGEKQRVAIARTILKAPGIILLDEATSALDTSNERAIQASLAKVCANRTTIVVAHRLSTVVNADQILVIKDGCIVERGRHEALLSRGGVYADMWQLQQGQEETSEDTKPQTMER
aDG glyco act: activators of alpha-DG glycosylation, primary screen, uHTS, Pro5-aDG cells, AlphaScreen | alpha-DG glycosylation AlphaScreen (IIH6); 0% Pro5, 100% B10-LARGE cell signal | activation, % at 10 µM | 360,000 compounds, 0.22% hits;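 active = activation of at least 8% versus controls, or a plate z-score of at least 8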;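 also: Pro5 are CHO cells carrying HIG-tagged alpha-DG that lacks glycosylation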
CaV13 ICDI inh: Primary screen for inhibitors of IQ motif and Ca2+-dependent inactivation inhibitor domain binding in CACNA1D, Förster resonance energy transfer in living cells, …; HEK cells, CFP/YFP FRET ICDI-IQ, plate reader, 10 min; percent FRET-ratio fall versus neutral wells; inhibition, % at 12.3 µM; 340,000 compounds, 0.098% hits; AID 743397;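 active = mean replicate inhibition of at least 30% and at least 1% of replicates passing that level; inconclusive = only one of the two criteria is met; inactive = neither criterion is met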;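 also: 0% = median of the neutral control wells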
HTR2A ag: mouse Htr2a agonists via beta-arrestin recruitment, primary screen, cell-based, luminescence; 5-hydroxytryptamine receptor 2A (Mus musculus), P35363; CHO-K1 mHTR2A beta-arrestin complementation; percent of 30 µM serotonin response; activation, % at 7.6 µM; 360,000 compounds, 0.66% hits; AID 624169, 2012;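 active = activation above a run cutoff, the mean activation of all tested compounds plus 3 SD, cut at about 14% in these data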;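 also: 0% = plate median of compound wells and 100% = 30 µM serotonin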
* = called active by the depositor; ? = inconclusive; nt = no result given.

SMILES	PDI turbidity	Cardio protect	Exocytosis inh	Vif inh	iPSC survival up	Glyco luc inh	ABCB6 inh 2	aDG glyco act	CaV13 ICDI inh	HTR2A ag
CN(c1ccccc1)S(=O)(=O)c1cccc(NC(=O)CN2C(=O)NC3(CCCCC3)C2=O)c1	2	3	-1	13	1.9	4	96	-0.3	-6	5
CCC(C)(C)NC(=O)C(c1ccc(F)cc1)N(Cc1ccco1)C(=O)c1snc(C(N)=O)c1N (stereo unspecified)	-3	20	1	9	3.4	-3	99	0.2	nt	-1
Cc1cc(Cn2nc(C(=O)NCC3CC3)cc2-c2ccccc2)on1	6	-6	-2	23	1.5	-1	95	0.4	-5	-1
Cc1cc(C)cc(-n2ncc3c2CCCC3NC(=O)c2cc(C)n(C)n2)c1 (stereo unspecified)	1	-7	18	-3	-0.6	-1	96	0.3	-3	6
COc1ccc(C(=O)Nc2ccc(Oc3nc(C)nc4sc(-c5ccccc5)cc34)cc2)cc1OC	23	7	9	7	0.0	-6	108	-0.5	-6	4
O=C(COc1ccccc1)Nc1nnc(-c2ccc3c(c2)CCCC3)o1	3	6	2	10	1.4	0	95	0.2	-6	0
Clc1ccc(-c2nc3ccc(Cl)cn3c2Cc2ccccc2)cc1	-4	-10	-2	-5	-2.2	-3	103	0.3	-10	-4
O=[N+]([O-])c1ccc(C(O)C23CN4CN(CN(C4)C2)C3)cc1 (stereo unspecified)	-8	-7	-1	5	0.1	3	93	-0.1	-6	-3
Cc1cc(C)n(-c2nc(-c3ccc(Cl)cc3)cs2)n1	10	-1	0	-10	0.5	1	89	0.2	0	2
CCCCc1nc2ccccc2c(=O)n1NC(=O)c1c(O)c2cccc3c2n(c1=O)CC3	13	-17	-1	19	3.8	0	93	0.1	-5	4
Cc1ccc(Cl)cc1NC(=O)C1CC1c1ccccc1 (stereo unspecified)	-10	-8	0	0	-0.3	-2	102	0.1	-2	1
COc1cc(CC(=O)OCC(=O)Nc2ccc(N(C)C)cc2)cc(OC)c1OC	-3	5	0	?	1.0	1	90	0.0	-6	-5
COc1ccc(NS(=O)(=O)c2ccc(C)c(NC(=O)c3ccc(C)c(S(=O)(=O)N4CCOCC4)c3)c2)cc1	8	-4	-1	-7	0.3	-7	80	-0.3	-3	-3
O=C(NCc1cccnc1)c1ccc(NC(=O)c2cccc([N+](=O)[O-])c2)cc1	6	-9	4	-3	1.4	3	93	0.5	-4	1
CC[C@]12c3[nH]c4ccc(Cl)cc4c3CCN1C(=O)[C@@H](CC(=O)NCCCn1ccnc1)C[C@@H]2C(=O)N1CCN(C(=O)C2CC2)CC1	13	6	4	nt	1.2	1	102	0.5	-11	0
CCc1ccc(N2CC(C(=O)OCC(=O)Nc3ccc([N+](=O)[O-])cc3)CC2=O)cc1 (stereo unspecified)	9	1	3	3	0.7	2	97	-0.1	-7	-3
O=C(NC(c1ccc(-c2ccccc2)cc1)c1cnccn1)C1CCN(CCCOc2ccccc2)CC1 (stereo unspecified)	-11	-27	29	nt	0.7	-7	95	-0.2	-10	-11
CN(C)S(=O)(=O)N1CCCC(C(=O)c2ccc(-c3ccccc3)c(F)c2)C1 (stereo unspecified)	12	-16	49	-3	2.5	-2	96	1.3	-4	-5
COc1ccc([N+](=O)[O-])cc1NS(=O)(=O)c1ccc(C)cc1	2	6	-7	-10	0.2	-1	98	0.0	-5	1
COc1ccc(CNCCNC(=O)c2cccs2)cc1OC	-2	-1	-7	0	-2.3	1	98	0.1	-5	0
C=CCN1C(=O)C(Cc2cccc(Cl)c2)SC1=Nc1ccc(C(=O)O)cc1 (stereo unspecified)	2	6	0	4	0.5	0	98	0.0	-14	-1
CCC(=O)/C=C1\Sc2ccc(OC)cc2N1CC	6	-2	2	1	2.3	-5	84	0.0	-3	4
CCO[C@@H]1OC(C(=O)O)=C[C@H](c2ccc(C(F)(F)F)cc2)[C@H]1CCCO	-5	7	1	9	2.0	2	108	-0.3	-11	2
CN1C(=O)c2oc3ccccc3c(=O)c2C1c1cccnc1 (stereo unspecified)	-3	8	2	-1	-0.5	1	92	0.1	8	2
CN(c1ccc(C(=O)NCCSCc2ccco2)cc1)S(C)(=O)=O	22	13	4	-4	-0.6	0	94	-0.3	1	3

Other records:
SMILES	PDI turbidity	Cardio protect	Exocytosis inh	Vif inh	iPSC survival up	Glyco luc inh	ABCB6 inh 2	aDG glyco act	CaV13 ICDI inh	HTR2A ag
Cc1ccccc1C(=O)NNC(=O)c1cccc([N+](=O)[O-])c1	-3	-3	12	7	-1.3	4	91	0.2	-7	2
Cc1ccc(NC(=O)c2ccc(N3CCOCC3)c([N+](=O)[O-])c2)cc1S(=O)(=O)N1CCOCC1	6	25	-7	-12	-0.5	-5	97	0.0	-16	-2
CCCCOC(=O)c1ccc(NC(=O)C(=O)NCc2ccccn2)cc1	-1	-2	1	-3	0.1	0	99	0.3	-5	1
COC(=O)c1sccc1NC(=O)COc1cccc(C)c1	-8	3	-2	-11	2.2	0	95	1.8	-6	-1
CC1(C)CC2CC(C)(CN2C(=O)COC(=O)c2cccc(O)c2)C1 (stereo unspecified)	6	0	-2	0	-2.6	1	99	0.1	-5	3
CS(=O)(=O)c1ccc(S(=O)(=O)N2CCN(C(=O)C(O)c3ccccc3)CC2)cc1 (stereo unspecified)	nt	nt	-4	nt	nt	nt	nt	0.2	-7	1
Cc1cc(C)cc(NC(=O)Cn2cc(C=O)c3ccccc32)c1	-2	-8	-11	-17	-0.8	0	102	0.2	-4	-6
O=c1c2ccccc2nnn1CSc1nnc(-c2cccs2)n1Cc1ccccc1	21	-4	0	-5	0.5	-12	92	0.3	-8	2
CC(C)CC(C(=O)NCC1CCCO1)N(C(=O)Cn1nnc(-c2ccc(F)cc2)n1)c1ccccc1F (stereo unspecified)	9	5	-3	-4	-1.9	-2	99	0.3	-4	-1
O=C(Cn1cccc1C(=O)c1ccccc1)NCc1cccs1	-1	-1	-2	-1	-0.2	1	98	0.2	-5	-1
CCOC(=O)CSc1nnc(Cc2cc(=O)[nH]c(=O)[nH]2)n1-c1cccc(OC)c1	5	2	0	12	-0.4	1	104	0.0	-6	2
COc1ccc(OC)c(NC(=O)Cn2cc(C#N)c3ccccc32)c1	-2	8	0	1	-1.3	0	107	0.4	-5	2
COCCNC(=S)N/N=C(\C)c1ccc(Cl)c(Cl)c1Cl	5	-20	-5	14	-0.2	-1	96	0.6	-6	1
CCN(CC)S(=O)(=O)c1ccc(N2CCN(c3ccccc3OC)CC2)c(N)c1	7	-23	10	-17	0.4	-2	86	1.5	-4	-1
O=C(O)CC1(O)C(=O)N(Cc2ccccc2)c2ccccc21 (stereo unspecified)	2	-2	-3	nt	1.4	3	103	-0.1	-5	2
CN1CCN(C(=O)C23CC4CC(C2)CC(c2ccccc2)(C4)C3)CC1	-5	2	4	0	1.7	-1	106	-0.1	-4	-5
O=C1NC[C@@H](Cc2cccc3ccccc23)N(CCc2cc(C(F)(F)F)cc(C(F)(F)F)c2)C1=O	-7	2	-10	-2	4.2	1	94	-0.2	-11	2
Cc1ccc(C(=O)COC(=O)CCC(=O)NC2CCCCC2)cc1[N+](=O)[O-]	-9	-2	-1	nt	0.3	1	108	0.3	6	-2
NC(=O)CC(NC(=O)c1cccc(Br)c1)c1ccc(NC2CCN(Cc3ccccc3)CC2)c([N+](=O)[O-])c1 (stereo unspecified)	-15	6	0	-3	-2.3	-2	91	-0.3	-4	-2
CC1(C)CNC(=O)c2sc(NC(=O)c3ccccc3)nc2C1	0	2	-4	5	-0.2	0	96	0.1	-2	4
CN1CCn2cnc(C(=O)Nc3ccc(Cl)cc3)c2C1=O	-3	-8	3	3	-1.4	0	95	-0.1	-6	4
CCOC(=O)[C@@H]1CSCCS(=O)(=O)N1	1	1	-4	-4	4.4	2	98	-0.2	-6	-5
COc1ccc(/C=c2\s/c(=C/C(=O)c3ccc(C)cc3)[nH]c2=O)cc1OC	1	35	2	1	1.1	1	123	0.2	-10	4
CCCc1nc(NCc2ccncc2)c2nnn(Cc3ccccc3F)c2n1	13	-18	0	-11	-0.8	-2	91	3.4	nt	2
CCn1nc(C)c(C2C(C#N)=C(N)Oc3n[nH]c(C)c32)c1C (stereo unspecified)	0	0	0	nt	-1.3	4	101	0.2	-5	0

The results go on.
SMILES	PDI turbidity	Cardio protect	Exocytosis inh	Vif inh	iPSC survival up	Glyco luc inh	ABCB6 inh 2	aDG glyco act	CaV13 ICDI inh	HTR2A ag
CCn1ncc(N2CCOCC2)c(Cl)c1=O	1	5	2	-11	-0.7	0	98	-0.2	-21	-7
COc1ccc(NC(C)=O)cc1NC(=O)CSc1nnc(-c2cccnc2)n1C	-2	6	0	-16	-1.0	4	85	-0.2	-4	-1
CCOc1ccccc1-n1c(SCC(=O)N(C(C)C)C(C)C)nnc1-c1cccnc1	6	3	-2	10	-3.1	0	97	0.0	-4	-3
O=C(NN=Cc1ccccc1O)c1cccc([N+](=O)[O-])c1	6	31	1	2	-1.5	-8	96	2.2	-3	-12
O=[N+]([O-])/C=C/c1cn(Cc2ccc(Cl)cc2)c2ccccc12	0	-26	-2	1	-2.6	-9	101	0.0	-10	-7
CN1CCN(C(=O)c2ccccc2NC(=O)c2ccccc2)CC1	-3	2	0	-5	0.0	2	101	-0.1	-12	0
COc1ccc(NC(=O)c2cc(-c3cc(Cl)ccc3C)n[nH]2)cn1	4	-10	-2	-11	-0.7	2	95	0.2	-5	-4
CCC(=O)N1CCCC1(C)C(=O)Nc1cccc(Oc2ccccc2)c1 (stereo unspecified)	5	-7	2	16	-3.9	1	96	0.1	-7	4
COc1ccc(NC(=O)COC(=O)c2cc(Cl)ccc2O)cc1S(=O)(=O)N1CCCCC1	-4	-18	7	-2	-0.5	4	94	-0.2	-3	13
O=C(c1ccco1)N1CCN(S(=O)(=O)c2c(Cl)cccc2Cl)CC1	10	-2	-5	0	-0.6	2	102	-0.1	-5	1
Clc1ccc(-c2nn3cnnc3s2)c(Cl)c1	-2	2	1	14	2.4	0	92	0.3	-4	12
CCCC(=O)N1CCC1(C)C(=O)Nc1scc(C)c1C#N (stereo unspecified)	-4	-7	-2	nt	-0.9	-1	99	-0.1	nt	0
COCCn1c(SCC(=O)Nc2ccc(OC)c(S(N)(=O)=O)c2)nc2ccccc21	10	-15	2	nt	1.1	-1	98	0.1	-2	3
O=C(CSc1nc(=O)n(CCCN2CCOCC2)c2c1CCC2)Nc1ccc([N+](=O)[O-])cc1	7	-3	3	-14	-0.3	-2	97	0.1	-7	-1

Assay outcomes from PubChem.
